MrgX1 agonist = agonists of human MrgX1 receptor. 310,000 compounds, 0.44% hits. B-score at 10 µM. MrgX1-HEK293 cells, Fluo-4 calcium fluorescence, agonist mode; stronger effect = higher value;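 active = calcium response B-score plate-corrected fluorescence ratio at least 3 library SD, with starting fluorescence B-score inside 5 SD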
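Test system: HEK293 cells stably expressing human MrgX1 receptor; Input: fifteen thousand cells per well; Dosing: compound delivered in addition one of three; Schedule: overnight seeding, then 1 h dark dye loading; Technique: Fluo-4 NW calcium fluorescence; Measure: B-scored fluorescence response ratio; Controls: positive and negative controls per plate.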
MrgX1 antagonist = human MrgX1 receptor antagonism, primary screen; Q96LB2; MRGX1-HEK293 calcium flux, Fluo-4, BAM8-22 antagonism; stronger effect = lower value; B-score at 10 µM; 310,000 compounds, 1.3% hits;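 active = calcium-response B-score plate-corrected more than 3 library SD below zero, starting fluorescence within 5 deviations, no agonist response on first addition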;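 note: peak minus trough fluorescence over baseline after final BAM8-22 challenge near maximal dose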
TRPC4 act = opens the mouse TRPC4 cation channel | Q9QUQ5 | HEK293 TRPC4beta/mu-opioid, Fluo4 calcium fluorescence; stronger effect = higher value | B-score at 10 µM | 310,000 compounds, 0.49% hits | AID 2237;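 active = B-score above 5 SD of library B-scores, and initial fluorescence ratio not above library mean plus 5 SD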;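 note: positive B-score marks a calcium rise read as TRPC4 activation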
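Assay system: HEK293 stable line with TRPC4beta plus mu-opioid receptor. Times: dye 45 min RT, read 110 s. Measured by: kinetic Fluo4 calcium fluorescence. Measure: B score of integrated ratio. Controls: assay buffer as low control, maximal DAMGO as high control.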
TRPC4 potent = allosteric potentiators of mouse TRPC4 channel. B-score at 10 µM. 310,000 compounds, 0.42% hits. Q9QUQ5. HEK293 TRPC4beta/mu-opioid, DAMGO EC20, Fluo-4 Ca2+ flux; stronger effect = higher value;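 active = B-score of calcium response area above 5 SD of library B-scores, with initial fluorescence ratio within 5 SD of library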;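 note: B-score of integrated fluorescence ratio over time as area under calcium response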
TRPC4 inh = inhibitors of mouse TRPC4 channel; Q9QUQ5; HEK293 TRPC4beta/mu-opioid, DAMGO-evoked Fluo4 calcium flux; stronger effect = lower value; B-score at 10 µM; 300,000 compounds, 0.39% hits; AID 2247;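 active = B-score over 3 SD under the library average, no early fluorescence shift, positive overall ratio signal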
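System: stable TRPC4beta/mu-opioid receptor HEK293 cells; Dosing: single-point compound dosing; Measured by: Fluo4 Ca2+ flux fluorescence; Read-out basis: per-well B score of integrated baseline-normalized Fluo4 ratio.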
TMEM16A inh = mouse TMEM16A channel inhibition, primary screen. HEK293 TMEM16A/YFP iodide influx fluorescence, ionomycin. normalized B-score (activity score, 25-100; higher = stronger inhibition) at 10 µM. 310,000 compounds, 1.2% hits. AID 588511;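 active = ratio plate-corrected score three or more library SD toward inhibition, starting fluorescence score within five deviations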;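 note: score derived from kinetic fluorescence span divided by baseline fluorescence per well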
MrgX1 PAM = human MrgX1 positive allosteric modulation, primary screen | Q96LB2 | MrgX1-HEK293, Fluo-4 calcium flux, FDSS; stronger effect = higher value | AID 588675 | 310,000 compounds, 0.63% hits | B-score at 10 µM;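 active = plate-corrected calcium response at least 3 library SD above typical, normal starting fluorescence, not activating the receptor alone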;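 note: compound read alongside a low EC10 to EC30 dose of BAM8-22 agonist; peak minus trough fluorescence over baseline measured at the second addition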
SKKanGAS inh = SKKanGAS growth inhibition; S. pyogenes SKKanGAS, kanamycin growth, BacTiter-Glo, 6 h; inhibition, % at 7.5 µM; 300,000 compounds, 1.3% hits; AID 1662;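 active = mean replicate score, as percent of positive control median, at least 50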;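 note: strain carries kanamycin resistance gene driven by streptokinase promoter and grows in 40 µg/ml kanamycin; loss of luminescence reflects streptokinase promoter inhibition or plain growth inhibition; 0% = median of DMSO wells and 100% = positive control at its reference dose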
TRPC6 inh = inhibitors of mouse TRPC6 channel. 310,000 compounds, 1.1% hits. B-score at 10 µM. Q61143. AID 2553. HEK293-TRPC6, membrane potential dye, ACh-evoked depolarization; stronger effect = lower value;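 active = B-score under library mean minus 3 SD, initial fluorescence not abnormally high, positive integrated signal ratio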;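 note: B-score derived from integrated fluorescence ratio over the kinetic read; more negative B-score means stronger inhibition of depolarization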
Target sequence (Q61143 whole entry, looked up): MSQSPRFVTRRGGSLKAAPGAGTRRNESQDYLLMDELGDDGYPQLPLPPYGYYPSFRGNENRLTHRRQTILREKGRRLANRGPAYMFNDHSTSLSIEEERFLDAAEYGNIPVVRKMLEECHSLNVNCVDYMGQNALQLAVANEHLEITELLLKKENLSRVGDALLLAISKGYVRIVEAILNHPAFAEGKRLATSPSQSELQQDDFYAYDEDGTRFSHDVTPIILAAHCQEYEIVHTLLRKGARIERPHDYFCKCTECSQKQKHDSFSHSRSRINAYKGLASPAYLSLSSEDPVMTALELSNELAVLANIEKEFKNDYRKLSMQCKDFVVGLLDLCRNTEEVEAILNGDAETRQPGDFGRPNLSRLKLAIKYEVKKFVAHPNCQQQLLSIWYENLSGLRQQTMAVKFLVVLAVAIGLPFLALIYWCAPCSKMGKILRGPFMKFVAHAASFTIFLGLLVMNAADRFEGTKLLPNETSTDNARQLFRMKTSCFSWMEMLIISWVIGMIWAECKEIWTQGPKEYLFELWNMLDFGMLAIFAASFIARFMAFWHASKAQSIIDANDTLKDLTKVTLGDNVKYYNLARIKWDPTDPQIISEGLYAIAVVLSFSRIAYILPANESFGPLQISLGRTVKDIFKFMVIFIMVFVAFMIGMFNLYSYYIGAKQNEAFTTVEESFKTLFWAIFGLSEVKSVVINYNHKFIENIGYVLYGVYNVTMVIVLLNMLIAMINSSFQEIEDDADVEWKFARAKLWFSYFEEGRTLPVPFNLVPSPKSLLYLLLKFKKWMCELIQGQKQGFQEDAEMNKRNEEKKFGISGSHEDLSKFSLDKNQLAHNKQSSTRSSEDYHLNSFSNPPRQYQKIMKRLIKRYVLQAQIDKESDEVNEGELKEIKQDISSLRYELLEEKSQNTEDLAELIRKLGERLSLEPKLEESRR
TRPC6 act = activates the mouse TRPC6 cation channel | HEK293-TRPC6 membrane potential dye fluorescence; stronger effect = higher value | B-score at 10 µM | 310,000 compounds, 0.13% hits;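 active = B-score of the integrated fluorescence ratio above library mean plus 3 SD, and starting fluorescence ratio within library mean plus 5 SD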;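 note: higher score means more depolarization so channel activation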
TMEM16A act = mouse TMEM16A channel activation, primary screen | AID 623877 | HEK293 TMEM16A/YFP-H148Q/I152L, iodide quench fluorescence; stronger effect = lower value | 340,000 compounds, 0.3% hits | B-score at 10 µM;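 active = fluorescence-ratio B-score plate-corrected deviation score at least 3 library SD below zero, with starting fluorescence score within 5 deviations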;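 note: channel opened by trigger with iodide after compound preincubation; score built on the fluorescence ratio of max minus min over baseline; more negative score means more quench and so TMEM16A activation or potentiation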
The depositor's hits bear a star; i = inactive; nt = not tested or not shown; & = joins results of further samples; ! = not confirmed by another sample.

SMILES | MrgX1 agonist | MrgX1 antagonist | TRPC4 act | TRPC4 potent | TRPC4 inh | TMEM16A inh | MrgX1 PAM | SKKanGAS inh | TRPC6 inh | TRPC6 act | TMEM16A act
CCN(CC)C(=O)C(=O)Nc1ccc(F)c(Cl)c1 | i | i | i | i | i | i | i | -19 | i | i | i
COc1ccccc1C(=O)n1nc(-c2cccnc2)nc1N | i | i | i | i | i | i | i | -7 | i | i | i
CCCCc1ccc(NC(=O)COc2ccc(C(=O)Nc3ccccc3C)cc2)cc1 | i | i | i | i | i | i | i | -8 | i | i | nt
Cc1ccc(C)c(N2CCN(C(=O)COc3cc(=O)n(C)c4ccccc34)CC2)c1 | i | i | i | i | i | i | i | 4 | i | i | i
COC(=O)c1sccc1NC(=O)Nc1ccc(C(C)=O)cc1 | i | i | i | i | i | i | i | nt | i | i | i
Cc1nnc(SCC(=O)NNC(=O)c2ccco2)n1-c1cccc(Cl)c1 | i | i | i | i | i | i | i | -3 | i | i | i
COCCN1CC(=O)N2C(c3cccc(OC)c3)c3[nH]c4ccccc4c3C[C@H]2C1=O (some centres undefined) | i | i | i | i | i | i | i | 3 | i | i | i
CSc1nc2c(C)c(C)c(C)c(C)c2[nH]1 | i | i | i | i | i | i | i | -3 | i | i | i
COCCCC/C(=N\OCCN)c1ccc(C(F)(F)F)cc1 | i | i | i | i | i | i | i | -2&1&1 | -5*! | i | i
O=C(O)/C=C/c1nc(-c2ccccc2)n2ccccc12 | i | i | i | i | i | i | i | -9 | i | i | i
O=C(CSc1ccc2nnc(-c3ccccn3)n2n1)Nc1cccc(F)c1 | i | i | i | i | i | i | i | 25 | i | i | i
Cc1ccc2c(c1)Oc1ccc(NC(=O)CCl)cc1C(=O)N2 | i | i | i | i | i | i | i | -17 | i | i | i
Clc1ccc2c(c1)[C@H]1OCC[C@H]1[C@@H](c1ccco1)N2 | i | i | i | i | i | i | i | 0 | i | i | i
O=S(=O)(Nc1cccnc1)c1cccc(Cl)c1 | i | i | i | i | i | i | i | -6 | i | i | i
O=C(CN(c1ccc(Cl)cc1)S(=O)(=O)c1ccccc1)N1CCN(c2ccccc2)CC1 | i | i | i | i | i | i | i | 3 | i | i | i
COCCN=C1Sc2nc3ccc(C)cc3cc2CN1Cc1cccs1 | i | i | i | i | i | i | i | 0 | i | i | i
CCOc1ccccc1NC(=O)CCNS(=O)(=O)c1cccc2nonc12 | i | i | i | i | i | i | i | 2 | i | i | i
Cc1cc(N(C)NC(=S)Nc2ccccc2)nc(C)n1 | i | i | i | i | i | i | i | -2 | i | i | i
Cc1nn(S(=O)(=O)c2ccccc2)c(C)c1Sc1ccc([N+](=O)[O-])cc1 | i | i | i | i | i | 25* | i | 1 | i | i | i
Cc1ccc(S(=O)(=O)N2CCC(C(=O)OCC(=O)NC3(C#N)CCCCC3)CC2)cc1C | i | i | i | i | i | i | i | -4 | i | i | i
Cc1coc(C)c1C(=O)Nc1ccc2ccccc2c1 | nt | nt | i | i | i | nt | nt | 10 | i | i | i
O=C(C1CCN(c2ncnc3c2sc2cccc(F)c23)CC1)N1CCCC1 | i | i | i | i | i | i | i | -2 | i | i | nt
COc1ccc(Nc2ncnc3sc(C)cc23)c(OC)c1 | i | i | i | i | i | i | i | -7 | i | i | i
O=C1[C@H]2[C@@H](C(=O)N1c1cccc3ccccc13)C1(C(=O)c3ccccc3C1=O)N1CCC[C@@H]21 | i | i | i | i | i | i | i | -1 | i | i | i
O=C(CN1C(=O)CSc2ncccc21)Nc1cccc(Cl)c1 | i | i | i | i | i | i | i | 5 | i | i | i
CCCCCCOC(=O)c1ccc(NC(=O)c2cc(OC)c(OC)c(OC)c2Br)cc1 | i | i | i | i | i | i | i | 34 | i | i | i
CC(=O)Nc1ccc(NC(=O)CSc2nnc(NC(=O)C3CC(=O)N(c4ccc(F)cc4)C3)s2)cc1 (centres undefined) | i | i | i | i | i | i | i | -5 | i | i | i
CCNC(=O)COC(=O)CCC(=O)c1ccc(F)cc1 | i | i | i | i | i | i | i | -1 | i | i | i
CC1CCN(C(=O)CSc2nnc(Cc3cc(=O)[nH]c(=O)[nH]3)n2-c2ccc(Cl)cc2)CC1 | i | i | i | i | i | i | i | -1 | i | i | i
O=C(NC(=S)Nc1ccccc1Br)C1CCCC1 | i | i | i | i | i | i | i | 25 | i | i | i
CC(=O)N1CCN(S(=O)(=O)c2cccc(C(=O)Nc3cc(C(F)(F)F)ccc3N3CCOCC3)c2)CC1 | i | i | i | i | i | i | i | 18 | i | i | i
CCNC(=O)CN(CCc1ccccc1)S(C)(=O)=O | i | i | i | i | i | i | i | 3 | i | i | i
CCCOc1ccccc1N/C(N)=N/c1nc(C)cc(C)n1 | i | i | i | i | i | i | i | -2 | i | i | i
Cc1ccc(-c2cc(NC(=O)CSc3n[nH]c(N)n3)n(-c3ccccc3)n2)cc1 | i | i | i | i | i | i | i | 6 | i | i | i
O=[N+]([O-])c1ccc(-c2nnc(CNC3CCCC3)o2)cc1 | i | i | i | i | i | i | i | 0 | i | i | i
O=C(CCSc1ccccc1)NC(=O)COC(=O)C1CCCCC1 | i | -4.6* | i | i | i | i | i | 2 | i | i | i
CCOC(=O)C1=C(N)OC(CCl)=C(C#N)C1c1ccsc1 (centres undefined) | i | i | i | i | i | i | i | 4 | i | i | i
CCc1cc(C(=O)OC)c(NC(=O)c2cc(Br)cs2)s1 | i | i | i | i | i | i | i | -4 | i | i | i
CCn1cc(CNC(=O)c2cccc([N+](=O)[O-])c2)cn1 | i | i | i | i | i | i | i | 3 | i | i | i
COc1ccc(NC(=O)COC(=O)CCCC2=NS(=O)(=O)c3ccccc3N2)cc1 | i | i | i | i | i | i | i | 0 | i | i | i
COCCCNC(=S)N/N=C/c1ccc(N(C)C)cc1 | i | i | i | i | i | i | i | -8 | i | i | i
O=c1nc2s/c(=C\c3ccco3)c(=O)n2nc1Cc1ccc(F)cc1 | i | i | i | i | i | i | i | 8 | i | i | i
CCN1C(=O)c2cccc3c(S(=O)(=O)N(C(=O)c4cccnc4)c4ccc(OC)cc4)ccc1c23 | i | i | i | i | i | i | i | 17 | i | i | i
CC(C)(C)c1ccc(/C=C/C(=O)O)s1 | i | i | i | i | i | i | i | 5 | i | i | i
O=C(CN1CCCC1)N1c2ccccc2Sc2ccc(Cl)cc21 | i | i | i | i | i | i | i | -5 | -5.5* | i | i
CCN(CC)C(=O)C(C)OC(=O)COc1ccc(Cl)cc1C (centres undefined) | i | i | i | i | i | i | i | -11 | i | i | i
CC(=O)c1ccc(NC(=O)CCCN2C(=O)/C(=C/C(C)=C/c3ccccc3)SC2=S)cc1 | i | i | i | i | i | i | i | 7 | i | i | i
CCC(CC)c1nnc(NC(=O)CC(C)c2ccccc2)s1 (centres undefined) | i | i | i | i | i | i | i | -2 | i | i | i
CC(C)(C)c1ccc(NC(=O)CNC2CCCc3ccccc32)cc1 (centres undefined) | i | i | i | i | i | i | i | -11 | i | i | i
COCCNC(=O)C(=O)NCC1OCCN1S(=O)(=O)c1ccc(C)cc1 (centres undefined) | i | i | i | i | i | i | i | -1 | i | i | i
Going on with the list.
SMILES | MrgX1 agonist | MrgX1 antagonist | TRPC4 act | TRPC4 potent | TRPC4 inh | TMEM16A inh | MrgX1 PAM | SKKanGAS inh | TRPC6 inh | TRPC6 act | TMEM16A act
COc1ccc(NC(=O)C2CCCN(S(=O)(=O)c3cccc4nonc34)C2)cc1 (centres undefined) | i | i | i | i | i | i | i | -4 | i | i | i
CCOC(=O)C1=C(C)N=C2SC=C(C)N2C1c1ccc(OC)cc1 (centres undefined) | i | i | i | i | i | i | i | -1 | i | i | i
Cc1cc(C)c(C)c(S(=O)(=O)N2CCC(C(=O)NCC(c3ccccc3)N(C)C)CC2)c1C (centres undefined) | i | i | i | i | i | i | i | 1 | i | i | i
CCOC(=O)c1cc(NC(=O)c2ccc(Cl)cc2)c(=O)n2c1oc1ccc(Cl)cc12 | i | i | i | i | i | i | i | -2 | i | i | i
CCOC(=O)c1ccc(NC(=O)CNC(=O)c2ccco2)cc1 | i | i | i | i | i | i | i | -1 | i | i | i
O=C(NC12CC3CC(CC(C3)C1)C2)c1cc([N+](=O)[O-])ccc1N1CCOCC1 | i | i | i | i | i | i | i | 1 | i | i | i
Cc1cc2cc(C)c3nnc(SCC(=O)N4CCCc5ccccc54)n3c2cc1C | i | i | i | i | i | i | i | 26 | i | i | nt
CS(=O)(=O)N1CCN(C(=O)c2ccc(Cl)s2)CC1 | i | i | i | i | i | i | i | 0 | i | i | i
Cc1cccc(N=Nc2ccc(O)c3ncccc23)c1 | i | i | i | i | i | i | i | 92* | i | i | i
CC(=O)OC(COC1C[C@@H]2CC[C@@]1(C)C2(C)C)C[N+]1(C)CCCCC1 (some centres undefined) | i | i | i | i | i | i | i | -2 | i | i | i
Cc1cccc(NC(=S)Nc2cccc(C)n2)n1 | i | i | i | i | i | i | i | 6 | i | i | i
CCOC(=O)N1CCN(C(=O)c2ccc(N(C)S(=O)(=O)c3ccc(C)cc3)cc2)CC1 | i | i | i | i | i | i | i | -8 | i | i | i
CS(=O)(=O)N(CC(=O)N1CCN(c2cccc(Cl)c2)CC1)c1cccc(F)c1 | i | i | i | i | i | i | 8.2* | 0 | i | i | i
CCC(Sc1nc(C)cc(C)n1)C(=O)NC1=NN=C(c2ccc(C)cc2)CS1 (centres undefined) | i | i | i | i | i | i | i | 10 | i | i | i
COc1cc(N(C(=O)Cc2cccs2)C(C(=O)NC2CCCCC2)c2cccc(OC)c2OC)ccc1-n1cnnn1 (centres undefined) | i | i | i | i | i | i | i | -7 | i | i | i
CCOc1ccccc1N1CCN(C(=S)Nc2ccc(S(N)(=O)=O)cc2)CC1 | i | i | i | i | i | i | i | 0 | i | i | i

Source: PubChem BioAssay (several laboratories)
